Bioassay records as filed in PubChem BioAssay.
Runt-SMMHC FRET: Runt domain-CBFb-SMMHC interaction inhibition. inhibition, % at 20 µM. Cerulean-Runt/Venus-CBFb-SMMHC FRET ratio 530/480, 1 h. actives 0.74% (n = 220,000);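 active means mean inhibition across duplicate retests at 20 µM reaching about 50%, limit read from the data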;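 further: 0% = DMSO wells and 100% = wells with excess untagged CBFb-SMMHC; inhibitors lower the FRET ratio by blocking Runt binding to CBFb-SMMHC; some results filed as inactive read as strong as hits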
Hck-Nef inh: blocks Nef-activated human Hck kinase; P08631; Recombinant Hck-YEEI plus Nef, Z-Lyte FRET kinase assay; inhibition, % at 20 µM; actives 0.68% (n = 220,000); AID 463187;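 active means Hck-Nef kinase inhibition above about 50%, limit read from the data; inactive means inhibition below that limit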;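 further: 0% = DMSO with Hck plus Nef and 100% = Hck alone without Nef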
Target sequence (P08631 whole entry, looked up): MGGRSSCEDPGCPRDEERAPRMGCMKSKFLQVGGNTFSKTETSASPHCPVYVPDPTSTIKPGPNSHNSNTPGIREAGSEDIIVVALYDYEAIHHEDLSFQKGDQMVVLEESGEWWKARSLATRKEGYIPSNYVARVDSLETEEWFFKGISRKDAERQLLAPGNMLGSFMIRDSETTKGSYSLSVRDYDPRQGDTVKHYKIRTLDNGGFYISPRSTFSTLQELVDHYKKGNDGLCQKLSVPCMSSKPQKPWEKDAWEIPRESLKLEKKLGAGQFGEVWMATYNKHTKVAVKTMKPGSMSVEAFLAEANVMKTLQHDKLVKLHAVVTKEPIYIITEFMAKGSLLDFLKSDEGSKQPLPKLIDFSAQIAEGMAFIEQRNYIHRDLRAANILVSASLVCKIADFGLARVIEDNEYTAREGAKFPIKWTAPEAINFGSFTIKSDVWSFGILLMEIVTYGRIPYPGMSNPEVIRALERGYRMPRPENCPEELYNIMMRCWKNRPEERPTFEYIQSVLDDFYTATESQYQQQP
EP2 modulator: EP2 receptor (human) modulation; actives 0.83% (n = 260,000); induction, % at 25 µM; EP2-expressing cells, cAMP HTRF FRET, PGE2 co-stimulation;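 active means compounds whose cAMP rise, as percent of the full-agonist control response, exceeds 60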;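 further: rat C6 glioma line stably carrying human EP2 under a CMV promoter; the protocol text gives 20 µM as final concentration; 100% = response of wells given 1 µM PGE2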
Target sequence (P43116 whole entry, looked up): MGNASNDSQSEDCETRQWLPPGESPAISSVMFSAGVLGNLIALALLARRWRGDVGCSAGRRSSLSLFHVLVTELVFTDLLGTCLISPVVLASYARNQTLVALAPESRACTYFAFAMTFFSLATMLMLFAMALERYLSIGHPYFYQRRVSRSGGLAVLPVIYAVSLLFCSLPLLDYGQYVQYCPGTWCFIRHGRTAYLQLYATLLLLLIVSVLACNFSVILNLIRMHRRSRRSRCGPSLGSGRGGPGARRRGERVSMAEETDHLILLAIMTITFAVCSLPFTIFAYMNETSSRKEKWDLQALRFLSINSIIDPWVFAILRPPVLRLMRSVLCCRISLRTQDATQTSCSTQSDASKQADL
PGE2 EP2 inh: inhibitors of human EP2 prostaglandin E2 receptor | P43116 | C6 glioma cells expressing human EP2, cAMP TR-FRET; cells stimulated with saturating PGE2 | inhibition, % at 25 µM | actives 0.52% (n = 260,000);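 active means percent inhibition above 40 after rounding to a whole number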;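 further: rat C6 glioma host cells with rolipram phosphodiesterase inhibitor present; the protocol text gives 20 µM as final concentration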
Runt-CBFb FRET: blocks binding of human RUNX1 Runt domain to CBFb; AID 1496; actives 0.46% (n = 220,000); Cerulean-Runt/Venus-CBFb FRET ratio 530/480, 1 h; Q01196+Q13951; inhibition, % at 20 µM;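 active means inhibition over about 50% at 20 µM in the single-dose screen, limit read from the data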;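 further: 0% = DMSO wells and 100% = excess unlabeled CBFb competitor control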
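Assay system: Cerulean-tagged RUNX1 Runt domain (FRET donor) fusion protein / Amount: 100 nM each of Venus-CBFb and Cerulean-Runt domain / Medium: Tris buffer pH 7.5 with salts and BSA / Also added: Venus-CBFb 100 nM / Schedule: 1 h complex formation plus 1 h compound treatment, room temperature / Signal: FRET fluorescence / Read-out: loss of energy transfer signal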
TNF death inh: TNF-alpha cell death inhibition in Jurkat FADD-/- cells; Jurkat FADD-/- TNF necroptosis rescue, ATP luminescence, 24 h; 0 = TNF only, 100 = no-TNF cells; activation (protection from cell death), % at 10 µM; actives 0.068% (n = 220,000);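 active means activation, meaning protection from cell death, of at least 50% relative to plate controls; inactive means activation below 50%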;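 further: necroptosis triggered by 40 ng/mL TNF-alpha added together with compound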
RBBP9 inh: human RBBP9 hydrolase inhibition | O75884 | recombinant RBBP9, FP-Rh probe fluorescence polarization | inhibition, % at 7.94 µM | actives 0.2% (n = 220,000);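 active means inhibition above the campaign mean of all tested compounds plus 3 SD, cut at about 14% in these data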;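 further: plate controls were DMSO wells with RBBP9 for no effect and wells lacking RBBP9 protein for full effect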
Target sequence (O75884 whole entry, looked up): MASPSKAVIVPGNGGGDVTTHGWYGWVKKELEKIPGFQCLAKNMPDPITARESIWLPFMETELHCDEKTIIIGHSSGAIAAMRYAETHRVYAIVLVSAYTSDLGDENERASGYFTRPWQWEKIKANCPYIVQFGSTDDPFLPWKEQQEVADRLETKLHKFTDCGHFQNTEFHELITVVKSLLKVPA
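Controls: DMSO-treated enzyme wells and wells lacking RBBP9 | Material: RBBP9 protein | Technique: Fluorescence polarization | Replication: Single well per compound, no replicates | Buffer or medium: Tris-NaCl-Pluronic buffer, pH 8.0 | Timing: 30 min compound preincubation, 45 min probe labeling, 25 °C | Read-out basis: Percent inhibition from mP, scaled between DMSO and no-protein wells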
zVAD death inh: blocks zVAD induced death of L929 cells. L929 zVAD necroptosis rescue, ATP luminescence, 24 h; with zVAD 60 µM. viability rescue, % at 10 µM. actives 0.38% (n = 220,000);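 active means activation, scaled between plate controls, above about 75%, limit read from the data; inactive means activation under that limit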;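 further: 0% = zVAD with DMSO and 100% = DMSO alone without zVAD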
PERK inh: human PERK inhibition, primary cell-based screen; AID 1416; actives 0.17% (n = 220,000); CHO PERK-DD fusion, SEAP luminescence translation reporter; inhibition, % at 5.6 µM;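 active means inhibition above the mean inhibition of all tested compounds plus 3 SD, set separately per screening campaign, cut at about 2.9% in these data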;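 further: PERK kinase domain activated by AP20187 dimerizer at 100 nM; 0% = DMSO with dimerizer and 100% = rapamycin at 8.4 µM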
Active calls of the source: *; . = not tested or not shown; & = joins results of further samples. This is a subset, so the mix of outcomes need not match the whole.

SMILES | Runt-SMMHC FRET | Hck-Nef inh | EP2 modulator | PGE2 EP2 inh | Runt-CBFb FRET | TNF death inh | RBBP9 inh | zVAD death inh | PERK inh
O=C(CNC(=O)c1ccco1)NCC(=O)OC(C(=O)c1ccccc1)c1ccc(Cl)cc1 (stereo not drawn) | 2 | 14 | 2 | 4 | -1 | 3.8 | -10 | 0.1 | 0.3
O=[N+]([O-])c1cc(C(F)(F)F)ccc1NC1CCN(Cc2ccccc2)CC1 | -3 | 16 | 61* | 8 | -3 | 0.4 | -1 | 0.1 | 0.0
CCCNC(=O)c1cc(-c2ccc(OC)cc2)on1 | 1 | 0 | -27 | 8 | -1 | -4.2 | 6 | -0.9 | -0.5
O=C(CNc1cccc2ccccc12)N/N=C/c1ccc([N+](=O)[O-])o1 | 4 | -11 | -48 | 8 | 13 | -16 | -4 | 15 | 0.6
Cn1c(SCc2cccc(C(F)(F)F)c2)nnc1-c1ccco1 | 11 | 1 | -4 | 13 | 4 | -3.3 | -6 | 0.9 | 0.1
CC1CCN(CCNC(=O)CN(C)S(=O)(=O)c2cccc3nsnc23)CC1 | -7 | 0 | -22 | 9 | -1 | 0.6 | -1 | 2.3 | -0.7
Cc1ccc(CNC(=O)C2CN(S(C)(=O)=O)c3cc(Cl)ccc3O2)cc1 (stereo not drawn) | 2 | 4 | -37 | 4 | -1 | 1.2 | 0 | -0.1 | 0.7
Cc1ccc(-c2nc(-c3cccnc3)no2)cc1 | -2 | 1 | -4 | 16 | 1 | -2.7 | 0 | -0.1 | 1.2
O=C1CCC(c2ccccc2)=NN1Cc1c(F)cccc1Cl | -1 | -1 | 66* | 2 | -4 | -0.6 | 5 | 0.4 | 1.1
CC1(C(=O)N2CCN(c3ccccc3)CC2)CC1(Cl)Cl (stereo not drawn) | 3 | 2 | -11 | 11 | 0 | -0.6 | 1 | 2.9 | -0.2
COc1ccc(N(CC(=O)Nc2ccccc2C)S(=O)(=O)c2c(C)[nH]c(=O)[nH]c2=O)cc1 | -8 | 5 | 12 | 1 | 3 | 0.8 | -4 | 0.5 | 1.9
CCOC(=O)C1(c2ccccc2)NC(c2ccc(N(C)C)cc2)C2C(=O)N(C)C(=O)C21 (stereo not drawn) | . | -1 | . | . | . | 1.8 | 0 | -0.3 | -0.2
O=C(O)CCCCCN1C(=O)C2CCCCC2C1=O (stereo not drawn) | 0 | 2 | 10 | 6 | -1 | -0.7 | 4 | -0.4 | 0.9
Cc1cc(C)c(S(=O)(=O)CCC(C)C)c(=O)[nH]1 | -1 | -1 | 11 | 4 | 2 | 0.2 | -3 | 0.1 | 1.4
Cc1c(-c2ccccc2)[n+](=O)c(-c2ccc(Br)cc2)c(C)n1[O-] | -3 | -11 | 13 | 3 | 1 | 3.4 | -5 | -0.4 | 0.9
c1ccc(Nc2cc(-c3ccccc3)nc3ncnn23)cc1 | 1 | -1 | 15 | 3 | -2 | -7.4 | 1 | -1.2 | 0.1
N#C/C(=C(/O)CN1CCCCC1)c1nc(-c2ccc(Cl)cc2)cs1 | 1 | 2 | -17 | 0 | -1 | -4.5 | -3 | -0.3 | 0.7
COc1cc(/C=N/NC(=S)NCCN2CCOCC2)ccc1O | 2 | 4 | 4 | 11 | 2 | 0.8 | -2 | -0.4 | -0.1
CC(C)Sc1nc(-c2ccccc2)cc(=O)[nH]1 | -21 | 1 | 35 | 8 | 11 | -0.8 | -6 | -0.2 | -0.1
Cc1nc(NCCCn2ccnc2)c2ccccc2n1 | -4 | -7 | -8 | 10 | -1 | 1.2 | -6 | 0.3 | 0.8
O=C(c1cc2nc(C3CC3)cc(C(F)F)n2n1)N1CCOCC1 | -3 | -1 | 0 | 11 | 0 | -1.6 | -8 | -0.2 | 0.6
CC/C(=N\NC(=O)OC)c1ccc(OC(F)F)cc1 | 0 | 1 | -12 | 5 | 1 | 0.0 | 2 | 0.7 | 0.6
Cc1noc(C)c1S(=O)(=O)NCCc1ccc(S(N)(=O)=O)cc1 | -3 | 1 | 1 | 13 | 0 | 1.0 | -4 | 1.1 | -0.4
COc1cc(C2C(C(=O)c3cccs3)=C(O)C(=O)N2Cc2ccco2)cc(OC)c1OC (stereo not drawn) | 3 | -1 | 31 | . | 5 | -3.0 | -8 | 0.1 | 0.3
Cn1c(Cn2c(C(F)(F)F)nc3ccccc32)nc2ccccc21 | 1 | 0 | -5 | 12 | 2 | -0.8 | -9 | 0.6 | -0.1

(continued)
SMILES | Runt-SMMHC FRET | Hck-Nef inh | EP2 modulator | PGE2 EP2 inh | Runt-CBFb FRET | TNF death inh | RBBP9 inh | zVAD death inh | PERK inh
O=C(COC(=O)/C=C/c1ccc2c(c1)OCO2)Nc1ccc(S(=O)(=O)N2CCCC2)cc1 | 2 | -1 | -27 | -2 | -2 | 3.8 | -10 | 1.4 | -0.5
Nc1ccc2c(c1)N1CCN=C1S2 | -2 | 0 | 4 | 8 | 0 | -0.6 | -1 | -1.0 | 0.7
CC1CCN(C(=O)CCCOc2cc(=O)n(C)c3ccccc23)CC1 | 0 | -1 | -20 | 8 | 0 | -4.4 | 3 | 0.0 | -0.7
Nc1ccc(C(=O)c2ccccc2C(=O)O)cc1Cl | 2 | 0 | 12 | 3 | 0 | -0.7 | -1 | 0.0 | 0.5
CS(=O)(=O)N1CCC(C(=O)Nc2ccc(C(F)(F)F)cc2)CC1 | 1 | -5 | -1 | 8 | . | 1.6 | -10 | 8.8 | 1.1
CC(C)Oc1ccc(C(=O)NC2CCCCC2)cc1 | 0 | 0 | -6 | 10 | 1 | 1.0 | 5 | -0.4 | 0.5
Fc1ccc(/C=C2\CCCC3=C2NC(=S)NC3c2ccc(F)cc2)cc1 (stereo not drawn) | 3 | 13 | 10 | 9 | 10 | -1.5 | -7 | -0.3 | 0.2
Clc1ccc(-c2nc(Cc3ccccc3)no2)cc1 | -1 | -2 | 29 | 8 | 1 | 2.7 | -5 | 1.0 | -0.7
COC(=O)c1ccccc1N/C=C/C(=O)c1ccc(Br)cc1 | 11 | 10 | 22 | 5 | 4 | 1.5 | -8 | 0.3 | -0.5
O=C(CCSc1nnc(-c2ccccc2)o1)N1CCOCC1 | 2 | 1 | 2 | 16 | -2 | 1.7 | -6 | 1.2 | 0.4
CCOc1c(O)ccc(C2NC(=O)NC(C)=C2C(=O)OC)c1[N+](=O)[O-] (stereo not drawn) | -7 | 21 | 7 | 14 | 2 | 0.9 | 0 | 1.7 | 0.8
Cn1c(Oc2ccc(Cl)cc2)c(C=O)c2ccccc21 | -3 | -1 | 6 | 12 | -3 | -9.3 | -7 | -0.2 | 0.2
CCN=c1scc(-c2ccco2)n1/N=C/c1ccc(O)cc1 | 9 | 0 | -16 | 5 | 10 | -4.1 | -4 | -0.6 | -0.9
O=Cc1cn(CC(O)CN2CCCCC2)c2ccccc12 (stereo not drawn) | -3 | 17 | 5 | 13 | 0 | 0.9 | -2 | 2.1 | 0.4
CCOC(=O)c1[nH]c2ccc(OC)cc2c1NC(=S)N1CCN(c2ccccc2)CC1 | -8 | 2 | 1 | 14 | 4 | 4.5 | 3 | 0.6 | -1.0
COc1c2c(nc3occc13)C(CC=C(C)C)(OC)C(O)CC2 (stereo not drawn) | 4 | 9 | 13 | 13 | 0 | -0.3 | 4 | -0.8 | -0.1
Cn1cccc1C(=O)c1ccc(Cl)cc1Cl | 4 | 3 | 24&36 | 6&17 | -2 | -5.3 | -5 | -0.1 | 1.6
COc1ccc(C(=O)N2CCC(C(=O)Nc3ccc4c(c3)OCCO4)CC2)cc1 | 2 | -2 | 5 | 17 | 4 | -1.1 | -6 | -0.2 | -0.6
N#CCCn1cc(/C=N/NC(N)=S)c(-c2ccc(-c3ccccc3)cc2)n1 | 0 | 43 | -28 | 9 | -1 | -8.0 | -7 | -0.1 | 0.4
O=[N+]([O-])c1ccc(Nc2ccc(F)cc2)nc1 | -5 | -6 | -4 | 2 | 1 | 73* | -1 | 3.6 | 0.3
COC(=O)COn1c(SCC(=O)OC)nc2ccccc2c1=O | -3 | -8 | 23 | 11 | 0 | -0.3 | -7 | -0.3 | 0.4
COc1ccc(OC)c(NC(=O)CSc2ncccn2)c1 | 10 | 1 | 21 | 7 | -13 | 0.8 | 0 | 0.0 | 1.1
CCOc1cc(C2NN=C(c3ccccc3)S2)ccc1OCc1ccccc1Cl (stereo not drawn) | -5 | 4 | 8 | 6 | . | -1.9 | -7 | 0.1 | 0.9
COc1ccc(C(=O)CSC#N)cc1OC | 3 | 24 | -40 | 8 | 6 | -6.4 | -7 | -1.2 | 0.3
COc1ccc(NC(=O)CCc2nc3ccccc3s2)c(OC)c1 | 0 | 22 | -37 | 3 | 0 | 0.4 | 2 | 1.4 | -0.1
COc1ccc(NC(=S)N(CCCN2CCOCC2)Cc2ccccn2)cc1 | -4 | 7 | 11 | 7 | 1 | 0.9 | -5 | 2.3 | 1.0
O=C(Cc1ccc(Cl)cc1)Nc1ccc(NC(=O)c2cccs2)cc1 | 4 | 25 | -28 | 4 | 0 | 2.2 | 2 | 3.0 | 1.4
COc1ccc(CC2(CO)CCN(Cc3ccc(OC(F)(F)F)cc3)CC2)cc1 | -3 | 2 | -37 | 5 | -4 | -0.9 | 5 | 1.6 | 0.6
Cc1ccc(/C=N/N=C/c2ccc(C)cc2)cc1 | 4 | 2 | -12 | 6 | 2 | -1.2 | -4 | 0.8 | 1.1

Results in Runt-CBFb FRET, RBBP9 inh and zVAD death inh, for 4 of the compounds above:
molecule | Runt-CBFb FRET | RBBP9 inh | zVAD death inh
O=[N+]([O-])c1ccc(Nc2ccc(F)cc2)nc1 | 1 | -1 | 3.6
COC(=O)COn1c(SCC(=O)OC)nc2ccccc2c1=O | 0 | -7 | -0.3
COc1ccc(OC)c(NC(=O)CSc2ncccn2)c1 | -13 | 0 | 0.0
CCOc1cc(C2NN=C(c3ccccc3)S2)ccc1OCc1ccccc1Cl (stereo not drawn) | . | -7 | 0.1

Complete entries from above. Screens in order: Runt-SMMHC FRET | Hck-Nef inh | EP2 modulator | PGE2 EP2 inh | Runt-CBFb FRET | TNF death inh | RBBP9 inh | zVAD death inh | PERK inh
Entry for COc1c2c(nc3occc13)C(CC=C(C)C)(OC)C(O)CC2 (stereo not drawn) → 4 | 9 | 13 | 13 | 0 | -0.3 | 4 | -0.8 | -0.1
Entry for Cn1cccc1C(=O)c1ccc(Cl)cc1Cl → 4 | 3 | 24&36 | 6&17 | -2 | -5.3 | -5 | -0.1 | 1.6
Entry for CCOc1c(O)ccc(C2NC(=O)NC(C)=C2C(=O)OC)c1[N+](=O)[O-] (stereo not drawn) → -7 | 21 | 7 | 14 | 2 | 0.9 | 0 | 1.7 | 0.8
Entry for COc1ccc(NC(=O)CCc2nc3ccccc3s2)c(OC)c1 → 0 | 22 | -37 | 3 | 0 | 0.4 | 2 | 1.4 | -0.1
